aSyn tox rescue – inhibitors of alpha-synuclein toxicity in yeast. S. cerevisiae alpha-synuclein toxicity rescue, BacTiter-Glo growth, 24 h. Potency, µM (series often up to 46.1 µM), for inactives: at the highest dose growth rescue (activation), most hits filed as activators. 94,000 tested, 0.02% active; active = well fitted activation curve with a large enough effect; inconclusive = small, poorly fitted or top-dose-only effect; note: 0% is about no effect
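Growth restoration measured by BacTiter-Glo luminescence after 24 hr at 30 deg C; alpha-synuclein yeast, raffinose-pregrown to mid-log, were added at OD600=0.02 in galactose medium onto pinned compounds.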
An asterisk follows results filed as active; u = inconclusive; [ ] = remark or other dose. Potency is the fitted concentration of half-maximal effect. Only part of the results is shown. The share of hits here may be higher or lower than overall.

SMILES | aSyn tox rescue
Cc1nc(Nc2cccc(C(C)O)c2)c2nnn(Cc3ccccc3F)c2n1 (configuration not stated) | 13.5%
CCOc1ccc(-n2c(SCc3nc(-c4ccc(OC)cc4)no3)nnc2-c2ccncc2)cc1 | 17.7%
Cc1ccc(CN(C(=O)COc2ccc(Cl)c(C)c2)C2CCS(=O)(=O)C2)o1 (configuration not stated) | -2.7%
Cn1c(C(=O)NCc2cccc(Cl)c2)cc2oc3ccccc3c21 | 9.0%
CCc1ccccc1OCC(=O)Nc1nnc(C2CC2)s1 | -0.8%
CCN(C(=O)CSc1nnc(C)n1Cc1ccccc1)C1CCS(=O)(=O)C1 (configuration not stated) | -12.3%
O=C(CSc1nnc(-c2ccc(F)cc2)c2ccccc12)NCC1CCCO1 (configuration not stated) | 5.7%
CC(=O)N1CCc2c(sc(NC(=O)CSc3ccc(F)cc3)c2-c2nc3ccccc3s2)C1 | 2.1%
Cc1cc(-c2nn(-c3ccccc3F)cc2CN2CCC(C(N)=O)CC2)c(C)s1 | 14.6%
COc1ccccc1N1CCN(C(=O)CSc2nc3ccccc3nc2Cc2ccc(F)cc2)CC1 | 9.7%
COC(=O)c1cc(NC2c3ccccc3C(=O)N2Cc2ccco2)cc(C(=O)OC)c1 (configuration not stated) | 2.6%
c1ccc(COc2ccc(CNCc3cccnc3)cc2)cc1 | 12.8%
CC(=O)OCc1cnc(C)c2oc(=O)c(C(=O)Nc3cccc(F)c3)cc12 | -3.9%
C[C@@H]1CN([C@@H](C)CO)C(=O)CCCn2nncc2CO[C@@H]1CN(C)C(=O)OCc1ccccc1 | -2.3%
N#CC1(NC(=O)CSc2nnc(-c3ccccc3F)o2)CCCCC1 | -2.6%
Cc1nc(CS(=O)(=O)c2ccccc2)cc(N2CCN(c3ccccc3F)CC2)n1 | -4.4%
CCCCCN(C(=O)COC(=O)COc1c(C)cc(C)cc1C)c1c(N)n(CCCC)c(=O)[nH]c1=O | -1.3%
CC(C)c1ccc(NC(=O)CS(=O)(=O)c2cccc3nsnc23)cc1 | 10.3%
CC(C)(C)N(CC#CCC1(O)c2ccccc2-c2ccccc21)CCO | 3.9%
COc1ccc(NCc2nc3ccccc3n2CCOc2ccccc2C)cc1 | 22.2%
O=C(NC1CCCCC1)c1ccc2ccccc2c1 | -2.7%
COc1ccc(NC(=O)COC(=O)c2ccc(S(=O)(=O)N3CC(C)CC(C)C3)cc2)cc1OC (configuration not stated) | 9.9%
CC(=O)Nc1ccc(C2Sc3ccccc3NC3=C2C(=O)c2ccccc23)cc1 (configuration not stated) | 3.9%
Cc1ccc(NC(=O)C2CCCN(c3ncnc4c3nc3n4CCCCC3)C2)cc1F (configuration not stated) | -0.3%
Cc1ccc(-c2csc3ncnc(N4CCN(S(=O)(=O)c5ccc(C#N)cc5)CC4)c23)cc1 | 16.8%
CCOc1ccccc1C(=O)NC(C(=O)OCC(=O)NNC(=O)c1cccs1)C(C)C (configuration not stated) | -6.8%
CN1CCN(C(CNC(=O)C(=O)Nc2ccccc2)c2ccc3c(c2)OCO3)CC1 (configuration not stated) | 0.5%
O=C(CSc1ncc(S(=O)(=O)c2ccc(Cl)cc2)c(=O)[nH]1)Nc1cccc(C(F)(F)F)c1 | -4.9%
Cc1nc(N(C)C2CCCCC2)c2nnn(Cc3ccc(F)cc3)c2n1 | -23.5%
O=C(Cn1cc(SCc2ccc(Br)cc2)c2ccccc21)N1CCCCC1 | 9.5%
Cc1ccc(Cn2c(SCC(=O)NCC3CCCO3)nc3ccsc3c2=O)cc1 (configuration not stated) | 8.5%
CC(=O)Nc1ccc(NC(=O)CN(C)S(=O)(=O)c2ccc3c(c2)CCCC(=O)N3)cc1 | 6.1%
O=c1[nH]c(=O)n(-c2ccccc2)c2c1C(C(F)(F)F)(C(F)(F)F)N=C(C1CCCCC1)N2 | 0.4%
CSc1ccc(CCNC(=O)Cn2nc(C)n3c(cc4sccc43)c2=O)cc1 | 4.8%
CCC(CC)NC(=O)CN1CCN(S(=O)(=O)c2ccc(Br)s2)CC1 | 7.3%
COc1ccc([N+](=O)[O-])c(S(=O)(=O)c2ccc(Cl)cc2)n1 | -75.7%[inhibitor]
O=C(Nc1cccc(F)c1)c1cccc2c1C(=O)N(C1CCCCC1)C2 | -0.5%
O=C(COC(=O)c1cccs1)Nc1ccccc1Cl | -13.8%
Cc1ccc(S(=O)(=O)c2nnn3c2nc(NCc2ccc(F)cc2)c2sccc23)cc1 | -4.2%
C[C@H](CO)N1C[C@H](C)[C@H](CN(C)Cc2cncnc2)Oc2ncc(C#CC3(O)CCCC3)cc2C1=O | 6.8%

Grouped by structure, those above with a Cl atom
SMILES | aSyn tox rescue
Cc1ccc(CN(C(=O)COc2ccc(Cl)c(C)c2)C2CCS(=O)(=O)C2)o1 (configuration not stated) | -2.7%
Cn1c(C(=O)NCc2cccc(Cl)c2)cc2oc3ccccc3c21 | 9.0%
O=C(CSc1ncc(S(=O)(=O)c2ccc(Cl)cc2)c(=O)[nH]1)Nc1cccc(C(F)(F)F)c1 | -4.9%
COc1ccc([N+](=O)[O-])c(S(=O)(=O)c2ccc(Cl)cc2)n1 | -75.7%[inhibitor]
O=C(COC(=O)c1cccs1)Nc1ccccc1Cl | -13.8%

Two records drawn at random from the list so far, as already listed:
SMILES | aSyn tox rescue
O=C(NC1CCCCC1)c1ccc2ccccc2c1 | -2.7%
COc1ccc([N+](=O)[O-])c(S(=O)(=O)c2ccc(Cl)cc2)n1 | -75.7%[inhibitor]

New compounds follow.
SMILES | aSyn tox rescue
COc1ccccc1NC(=O)CC(C)n1nc(C)cc1C (configuration not stated) | -5.8%
CCN1C(=O)[C@H]2[C@@H](c3ccc(C(F)(F)F)cc3)N[C@]3(CCCN(Cc4ccc(Br)cc4)C3=O)[C@H]2C1=O | 5.8%
C[C@H](O)[C@@H]1C(=O)N2CCc3ccc(-c4ccccc4)cc3[C@@H]2C[C@@H]1N(C)C(=S)Nc1ccc(F)cc1 | 6.6%
Clc1cccc2c1Sc1ccccc1CC2N1CCNCC1 (configuration not stated) | -15.7%
Cc1ccc(S(=O)(=O)Nc2nc3n(n2)C(c2ccc(F)cc2)C=C(c2ccccc2)N3)cc1 (configuration not stated) | 4.6%
CC(c1nccs1)N(C)c1nc2nonc2nc1N(C)C (configuration not stated) | 2.7%
COc1ccc(-c2c(C)c3ccc(O)c(CN4CCCCC4)c3oc2=O)cc1OC | -1.8%
CC(C)C1C(=O)N(Cc2cn(CCC3OCCCO3)nn2)CCS(=O)(=O)N1Cc1ccc(-c2ccc(Cl)c(Cl)c2)cc1 (configuration not stated) | 28.5%
Cc1ccc(NC(=S)N2CCC(c3ccccc3)C2)c(Cl)c1 (configuration not stated) | -0.9%
CCOc1ccccc1NC(=O)Cn1c2ncccc2c(=O)n1-c1ccc(C)c(C)c1 | 2.6%
CCOC(=O)c1oc2ccccc2c1CN1CCN(C(=O)c2ccccc2)CC1 | -2.8%
Cc1ccc(NC(=O)c2cc(S(=O)(=O)N3CCc4ccccc43)cn2C)c(Cl)c1 | -5.7%
O=C(COc1ccc2ccc(=O)oc2c1)Nc1cc([N+](=O)[O-])ccc1F | 1.6%
CC(Oc1cc(F)ccc1[N+](=O)[O-])C(=O)N(C)CC(=O)Nc1ccccc1C(F)(F)F (configuration not stated) | 2.3%
COc1ccc(OC)c(S(=O)(=O)NCC(c2cccs2)S(=O)(=O)c2ccc(F)cc2)c1 (configuration not stated) | -6.0%
CC(C)(C)C(=O)COC(=O)c1cc(S(=O)(=O)N2CCCCC2)ccc1N1CCOCC1 | 1.8%
CC(=O)/C(=N/Nc1ccc([N+](=O)[O-])cc1)N1CCCc2ccccc21 | 9.5%
Cc1ccccc1NC(=O)COC(=O)COc1ccc2ccc(=O)oc2c1 | -7.4%
CN1C(=O)CC(=O)N(C)c2cc(S(=O)(=O)N(C)Cc3ccccc3)ccc21 | 6.4%
COC(=O)c1cc2oc3ccccc3c2n1Cc1nc(-c2cccc(C)c2)oc1C | 1.6%
COc1ccc(C(=O)Oc2cc(C(=S)N3CCOCC3)ccc2OC)cc1 | -0.9%
C=CCn1cccc(C(=O)Nc2ccc(OC)cc2OC)c1=O | 16.1%
Cc1cccc(CCNc2ncnc3onc(-c4ccc(Cl)cc4)c23)c1 | 12.1%
COc1ccc(OC)c(C2CC(=O)N3CN(c4ccccc4F)CSC3=C2C#N)c1 (configuration not stated) | -7.3%
Cc1nnsc1C(=O)Nc1cccc(Cl)c1 | 6.5%
CC(=O)Nc1ccc(S(=O)(=O)NCc2nc(-c3ccccc3C)no2)cc1 | -2.8%
Cc1ccc(-c2cn(-c3ccccc3)c(=S)[nH]2)cc1C | -2.4%
CCCCSCCCNC(=O)c1cn(C)c2ccc(S(=O)(=O)N3CCCCC3)cc2c1=O | -4.4%
Cc1cc2ccccc2n1-c1ccc(C(=O)N2CCC(C(=O)NCc3ccc(F)cc3)CC2)s1 | u
NC(=O)c1csc(CCNC(=O)c2ccccc2)n1 | -1.6%
Cc1ccc(S(=O)(=O)C(CNC(=O)COc2ccccc2)c2ccco2)cc1 (configuration not stated) | 2.1%
Cn1c(CC(=O)NCCO)c(Sc2ccccc2)c2ccccc21 | 11.7%
Cc1cc(NC(=O)CSc2nc3cc(Cl)ccc3o2)no1 | 5.1%
CCOc1ccc(C(CC(=O)O)NC(=O)C23CC4CC(CC(C4)C2)C3)cc1OC (configuration not stated) | -6.5%
COc1ccc(OC)c(N/C(=N/c2nc(C)cc(C)n2)NC(C)=O)c1 | -2.3%
COc1ccc(/C=N/N2CCOCC2)cc1OCc1ccccc1 | -9.1%
COc1ccccc1-c1nc2c3c(-c4ccccc4)c(-c4ccccc4)oc3ncn2n1 | -5.8%
COc1cc(OC)c(NC(C)C(=O)NCc2ccccc2)cc1Cl (configuration not stated) | 2.7%
COc1ccc(CCn2c3c(c(=O)[nH]c2=O)C(NC(=O)c2ccccc2OC)(C(F)(F)F)C(=O)N3)cc1OC (configuration not stated) | -3.5%
CCOc1ccc2oc(=O)cc(CN3CCN(c4ccc(Cl)cc4)CC3)c2c1 | -6.2%
Cc1ccc(CCNC(=O)c2cc3cc4cc(C)ccc4nc3s2)cc1 | 1.6%
CC(C)(C)NC(=O)CN(C(=O)CCC(=O)Nc1nccs1)c1ccc2c(c1)OCCO2 | -3.7%
Cc1nnc(SCc2ccccc2Cl)c2cc3occc3n12 | 8.7%
CN(C)c1ccc(C(CNS(=O)(=O)c2ccc(F)cc2)N2CCOCC2)cc1 (configuration not stated) | -6.4%
COc1cc(-c2noc(CCCC(=O)Nc3cccnc3)n2)cc(OC)c1OC | 1.5%
COc1cc([N+](=O)[O-])cc2sc(NC(C)=O)nc12 | -8.6%
O=C(NCc1cccs1)c1ccc2c(=O)n3nc(Nc4ccccc4)sc3nc2c1 | -6.7%
Cc1ccc(OCC(=O)NCC(c2ccc(Cl)cc2)N2CCCCC2)cc1 (configuration not stated) | 4.0%
CCOc1ccc(S(=O)(=O)Nc2cc3c(C(=O)OC)c(COC)oc3c3ccccc23)cc1 | -0.9%
COc1ccccc1Nc1nn2c(=O)c3ccc(C(=O)NC4CCCCC4)cc3nc2s1 | -16.4%
COc1ccc(OCc2nc3c4c(-c5ccc(OC)cc5)c(-c5ccc(OC)cc5)oc4ncn3n2)cc1 | -2.1%
CCC(=O)Nc1ccc(NC(=O)CSc2nc3c(c(=O)n(C)c(=O)n3C)n2CC)cc1 | -7.9%
CSc1ncc(Cl)c(C(=O)NCc2ccc(C)cc2)n1 | 8.5%
O=C(NCCc1ccc(F)cc1)C(=O)NCC(c1cccs1)S(=O)(=O)c1cccs1 (configuration not stated) | -4.5%
CSCCC(NS(=O)(=O)c1ccc2c(c1)oc(=O)n2C)C(=O)N1CCN(c2cc(Cl)ccc2C)CC1 (configuration not stated) | 0.3%
O=C1CSC(=S)N1/N=C/c1ccc(O)c([N+](=O)[O-])c1 | -28.0%
CCCN(CCC)C(=O)Cn1c(=O)n(Cc2ccc(C(=O)NCCc3ccc(Cl)cc3)cc2)c(=O)c2ccccc21 | -4.1%
Cc1cccc(N2CCN(C(=O)c3cc(S(=O)(=O)N4CCC(C)CC4)cn3C)CC2)c1C | 13.9%
CCOC(=O)COc1cccc2c(=O)n(CC(=O)N3CCC(C)CC3)ccc12 | 4.6%
COc1ccccc1Nc1c2c(nc3ccc(NC(=O)c4ccccc4F)cc13)CCCC2 | 3.2%

Remaining list, next part
SMILES | aSyn tox rescue
CCOC(=O)c1cc(-c2ccccc2)n(CCCC(=O)Nc2ccc(CC)cc2)c1C | -0.2%
COc1ccc(CCNc2ncnc3onc(-c4ccc(Cl)cc4)c23)c(OC)c1 | 9.7%
Cc1ccc(C)n1-c1nnc(N2CCCC(C(=O)NCc3cccc(Br)c3)C2)s1 (configuration not stated) | 2.9%
Cc1oc2ccc(O)c(CN3CCN(Cc4ccccc4)CC3)c2c1C(=O)Nc1ccccc1 | -4.1%
Cc1cccc(NC(=O)c2c(C)oc3ncn(CC(C)C)c(=O)c23)n1 | -4.3%
CCSc1nc(-c2cccc(Cl)c2)nc2c1Cc1c(CO)cnc(C)c1O2 | -4.7%
COc1cc(CNC(=O)c2cnc(SC)nc2-c2ccccc2)cc(OC)c1OC | 2.3%
CN(C)S(=O)(=O)c1ccc(C(=O)NCCSc2c(-c3ccccc3)[nH]c3ccccc23)cc1 | 3.7%
COc1cc(C(c2sc3ncnn3c2O)N2CCN(c3ccccc3F)CC2)cc(OC)c1OC (configuration not stated) | 5.0%
CCc1ccc(CN(C(=O)c2oc3ccccc3c2C)C2CCS(=O)(=O)C2)cc1 (configuration not stated) | -2.7%
CCCCc1ccc(NS(=O)(=O)c2cc3c4c(c2)CC(=O)N4CCC3)cc1 | -2.2%
